# TCR act – Activators of T cell receptors: qHTS campaign | AID 504894, 2011 | primary human leukocytes, anti-CD3, IL-2 HTRF, 48 h | 330,000 tested, under 10 active | Potency, µM (series often up to 9.22 µM), without a hit: at the top dose activation of IL-2 secretion, actives largely listed as activators; note: % of control where 0% means no effect
#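 Activity was scored as IL-2 release from primary human leukocytes given only a TCR signal (a-CD3 beads) plus compound for 48 hr. Detection used a two-antibody HTRF format read at 665nm.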
# ELG1 repair inh – qHTS screen for small molecules that inhibit ELG1-dependent DNA repair in human embryonic kidney (HEK293T) cells expressing luciferase-tagged ELG1; HEK293T ELG1-luciferase reporter, luminescence, 16 h; DNA damage induced by 5-fluorouridine; Potency, µM (highest dose often 46.1 µM), without a hit: top-dose activity change, negative = inhibition, usual class: inhibitors; hit rate 2.3% among 330,000; AID 504467, 2011; note: potency is the fitted concentration of half-maximal effect; % is set by controls: 0 for no effect and ±100 for the full control effect; nearly all actives have a fitted effect of over 55% in size
#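 Luminescence from the luciferase reporter, measured 30 min after ONE-Glo reagent at room temperature, was the read-out. Beforehand, 2,000 cells per well were exposed for 16 hr at 37 °C to 5-fluorouridine together with compound or vehicle.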
# TSHR antag – Antagonists of the Thyroid Stimulating Hormone Receptor: HTS campaign; TSHR-expressing cells, TSH-stimulated cAMP HTRF, 2 h; active compounds read low; activity change, negative = inhibition, % at 11.5 µM; hit rate 0.2% among 330,000;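 active = activity change below a set negative limit, meaning inhibition stronger than a set level, cut at about -70% in these data; inconclusive = activity change between two set negative limits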; note: % is set by controls: 0 for no effect and ±100 for the full control effect
# Target sequence (P16473 whole entry, looked up): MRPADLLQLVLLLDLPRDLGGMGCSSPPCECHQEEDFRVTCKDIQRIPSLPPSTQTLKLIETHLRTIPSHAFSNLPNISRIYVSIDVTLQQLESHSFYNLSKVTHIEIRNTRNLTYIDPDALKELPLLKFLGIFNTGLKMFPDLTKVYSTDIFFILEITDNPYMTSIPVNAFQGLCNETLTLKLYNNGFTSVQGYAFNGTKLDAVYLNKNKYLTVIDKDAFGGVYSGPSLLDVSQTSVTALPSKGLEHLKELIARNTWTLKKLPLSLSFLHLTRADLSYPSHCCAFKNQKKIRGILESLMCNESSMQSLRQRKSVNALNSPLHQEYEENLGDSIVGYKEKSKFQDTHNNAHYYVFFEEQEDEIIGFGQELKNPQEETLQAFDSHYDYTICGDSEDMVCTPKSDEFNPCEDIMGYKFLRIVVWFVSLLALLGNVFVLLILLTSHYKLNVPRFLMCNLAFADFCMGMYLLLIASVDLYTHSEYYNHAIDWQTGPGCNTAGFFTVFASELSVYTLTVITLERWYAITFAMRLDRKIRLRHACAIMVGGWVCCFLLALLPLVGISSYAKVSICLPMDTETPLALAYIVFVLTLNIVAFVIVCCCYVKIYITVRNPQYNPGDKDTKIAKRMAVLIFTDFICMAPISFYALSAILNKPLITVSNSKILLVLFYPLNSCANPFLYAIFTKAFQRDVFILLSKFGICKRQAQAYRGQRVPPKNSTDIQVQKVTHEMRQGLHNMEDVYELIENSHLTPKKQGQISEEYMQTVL
#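 Inhibition of cAMP made by TSHR-expressing cells under TSH stimulation (4nM final, EC80; 2 h, 37 deg C) is quantified with a one-step lysis HTRF kit, anti-cAMP cryptate versus cAMP-d2.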
# Mito fusion yeast – qHTS Assay for Small Molecule Inhibitors of Mitochondrial Division or Activators of Mitochondrial Fusion. S. cerevisiae fusion-defective mutant growth rescue, CellTiterGlo 48 h. Potency, µM (highest dose often 46.1 µM), for inactives: at the top dose growth rescue (activation), actives largely listed as activators. AID 485298, 2010. hit rate 0.23% among 320,000;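 note: potency is the fitted concentration of half-maximal effect; % of control where 0% means no effect; nearly all actives have a fitted effect of over 45% in size; temperature-sensitive fusion mutants such as fzo1-1 at 37 °C on non-fermentable ethanol glycerol medium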
#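 S. cerevisiae fusion-defective temperature-sensitive mutants (e.g. fzo1-1, mgm1-5) grown 48 h at 37C in YPEG (ethanol/glycerol non-fermentable) medium with 23 nl compound per well; growth rescue read as CellTiterGlo luminescence.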
# A-T KAP1 phos – qHTS Assay for Identifying a Potential Treatment of Ataxia-Telangiectasia. AID 485349, 2010. […] A-T fibroblasts, KAP-1 phosphorylation AlphaLISA; neocarzinostatin DNA damage 30 min before lysis. hit rate 0.19% among 320,000. Potency, µM (highest dose often 57.5 µM), for inactives: at the top dose activation, hits mostly activators; note: potency is the fitted concentration of half-maximal effect; % of control where 0% means no effect; nearly all actives have a fitted effect of over 45% in size
#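 ATM-like activity read as KAP-1 phosphorylation via AlphaLISA donor/acceptor antibody pairs after lysis and 6 hr at 25C. Cells were ATM-null patient fibroblasts ([…], hTERT), dosed 60 min, then exposed to the DSB inducer NCS for 30 min.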
# KCNH2 WT inh – qHTS for Inhibitors of KCHN2 3.1: Wildtype qHTS; Voltage-gated inwardly rectifying potassium channel KCNH2 (Homo sapiens), Q12809; U2OS, BacMam KCNH2, thallium flux FluxOr; active compounds read low; activity change, % at 1.84 µM; hit rate 0.37% among 340,000; AID 720551, 2013;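 active = maximum activity change below -70%; inconclusive = maximum activity change between -70% and -50%; inactive = maximum activity change above -50%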; note: % is set by controls: 0 for no effect and ±100 for the full control effect
#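 U2OS cells were transduced with wild-type KCNH2 virus (2.03 x 10^8 / mL) for 4 h at room temperature, then cultured overnight at 37 C. Thallium flux was read with FluxOr dye. Rate constants were normalized to DMSO controls.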
# Eya2 inh – qHTS Assay for Inhibitors of the Phosphatase Activity of Eya2 | Protein phosphatase EYA2 (Homo sapiens), O00167 | recombinant Eya2, OMFP fluorescence dephosphorylation (OMFP is methylfluorescein phosphate) | Potency, µM (top dose mostly 76.9 µM), without a hit: at the highest dose activity, negative = inhibition, hits mostly inhibitors | hit rate 0.006% among 330,000 | AID 488837, 2010; note: potency is the fitted concentration of half-maximal effect; % is set by controls: 0 for no effect and ±100 for the full control effect
#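 Eya2 protein (added as 0.2 uM solution) was preincubated with compound for 10 min at ambient temperature in 50 mM HEPES pH 7.5, 50 mM NaCl, 5 uM MgCl2, 0.05% BSA, 1 mM DTT. OMFP (added at 50 uM) then reacted 10 min; fluorescence read at 485/525 nm.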
# USP2a inh – qHTS Assay for Inhibitors of Ubiquitin-specific Protease USP2a Using CHOP2 as the Reporter. hit rate 0.01% among 330,000. USP2 core, Ub-CHOP2 coupled fluorogenic reporter, 485/531. Ubiquitin carboxyl-terminal hydrolase 2 (Homo sapiens), O75604. Potency, µM (highest dose often 38.3 µM), inactives show at the top dose activity change, negative = inhibition, usual class: inhibitors. AID 463254, 2010;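 note: potency is the fitted concentration of half-maximal effect; plate controls were DMSO wells for no effect and full inhibition by NEM control for full effect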
#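 USP2 core (10nM final) preincubated 30min RT with compound in 20mM Tris-HCl pH 8.0, 2mM CaCl2, 2mM beta-mercaptoethanol, 0.05% CHAPS; 25nM Ub-CHOP2 plus 25nM reporter substrate added, fluorescence (Ex485/Em531) read after 60min.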
# TRPV1 ag – HTS Assay for Compounds that Act as Agonists of the Vanilloid Receptor 1; TRPV1-expressing cells, Fluo-8 calcium influx, agonist mode; activation, % at 8.33 µM; hit rate 0.19% among 320,000; in the data active = activation above about 80%; inconclusive = between about 30% and that limit; note: 0% is about no effect
#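 Fluo-8 calcium influx in TRPV1-expressing cells, kinetic read (ex 480/em 520 nm). Compound added and read 3 min for agonist activity, followed by capsaicin at EC20 final and 2 min further read for enhancement.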
# KCNH2 3.1 inh – qHTS for Inhibitors of KCHN2 3.1: Mutant qHTS; AID 720553, 2013; activity change, % (tested at about 1.8 µM); U2OS KCNH2 3.1, thallium flux FluxOr; active compounds read low; hit rate 0.95% among 340,000;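 active = maximum activity change below -70%; inconclusive = maximum activity change from -70% to -50%; inactive = maximum activity change above -50%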;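 note: thallium influx rate constant from kinetic fluorescence after stimulation buffer; % is set by controls: 0 for no effect and ±100 for the full control effect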
#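 We transduce U2OS cells with the mutant 3.1 virus, culture them overnight, load FluxOr with Red40 quencher for 45 min, then add stimulation buffer and read kinetically for 2 min to derive a normalized rate constant.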
# Starred values were filed as active, the others as inactive; i = inactive; ? = inconclusive; / = not tested or not shown; [ ] = dose if it differs, or a comment. Unless noted, calls come from the whole dose curve; as a rule, active = well fitted curve in the direction sought with a large enough effect; inconclusive = small, poorly fitted or top-dose-only effect, or another doubt; inactive = no such curve, though single readings can be large; an effect the other way counts as inactive or inconclusive.
SMILES,TCR act,ELG1 repair inh,TSHR antag,Mito fusion yeast,A-T KAP1 phos,KCNH2 WT inh,Eya2 inh,USP2a inh,TRPV1 ag,KCNH2 3.1 inh
O=C(O)C(C(O)c1ccccc1)[n+]1ccccc1 (stereo not drawn),-3.0%,?,18.3,-7.2%,-4.5%,25.7,17.2%,0.3%,-5.3,14.6
O=C(CNC(=O)c1ccco1)OCC(=O)c1ccccc1,-1.9%,7.5%,-45.8,1.3%,11.0%,1.5,11.7%,-7.0%,-13.7,-13.6
CCC(=O)N1CCc2cc(S(=O)(=O)CCC(=O)N(C)c3ccc(OC)cc3OC)ccc21,1.3%,0.4%,-7.3,-2.3%,0.6%,-0.8,-4.3%,5.5%,-1.1,-15.8
CC(C)Oc1ccc(OCCNC2CCCC2)cc1,-3.8%,?,24.9,7.3%,2.7%,8.5,-2.7%,2.4%,0.7,10.4
COc1ccc(Cl)cc1NC(=O)c1oc(C)nc1C,-1.0%,-2.8%,1.7,-4.5%,-2.8%,-2.9,5.6%,-1.3%,0.5,-4.1
N#C/C(C(=O)c1ccccc1)=C1/CCCCCN1,0.1%,?,5.3,6.7%,3.1%,-14.1,-2.6%,1.0%,0.1,4.7
CCCCN(CC)S(=O)(=O)N1CCC(C(=O)NCCCN2CCOCC2)CC1,-1.9%,-15.3%,55.3,0.4%,-1.3%,-0.1,12.4%,3.7%,-5.6,9.1
COc1ccc(C2CCCN2C(=S)Nc2cccc(Cl)c2)cc1OC (stereo not drawn),-2.6%,?,-1.0,-4.7%,5.6%,-5.4,-1.2%,-1.4%,6.4,0.3
CC(NC(=O)c1cc(S(=O)(=O)N2CCOCC2)cn1C)c1ccccc1 (stereo not drawn),0.0%,0.1%,-15.7,2.1%,7.1%,-8.6,2.4%,3.4%,-0.9,-4.8
COc1ccc(Br)cc1/C=N/NC(=O)CN1CCN(Cc2ccccc2)CC1,-4.5%,0.0%,-8.3,0.3%,6.2%,6.5,11.2%,-1.0%,-2.0,-6.5
CC1(C(=O)OCC(=O)Nc2ncc(Cl)cc2Cl)CC1(Cl)Cl (stereo not drawn),-3.5%,-3.1%,8.2,9.1%,-3.3%,-14.7,21.7%,2.1%,20.9,0.7
C#CCOCCOCCOCCNc1nc(N2CCOCC2)nc(N2CCN(C(=O)CCCCCCCCCCNC(=O)[C@H](CO)n3cc(CCCSC)nn3)CC2)n1,3.9%,?,-19.8,2.1%,8.9%,-0.5,-21.8%,-1.5%,-2.0,-9.2
Cc1ccc(-n2c(C)cc(/C([O-])=C(/C(=S)Nc3ccc(F)c(Cl)c3)[n+]3ccccc3)c2C)cc1,/,-18.0%,1.2,-1.2%,-2.6%,-9.3,-16.8%,-0.7%,-4.9,-16.9
CC(C)(C)C(=O)Nc1cc(S(=O)(=O)N2CCCCC2)ccc1N1CCCCC1,2.9%,3.2%,-5.6,-4.3%,-1.3%,6.8,3.3%,-2.8%,?,14.3
CC1(/[N+]([O-])=C/c2ccc(F)cc2)CCCCC1=O (stereo not drawn),-107.0%,7.4%,1.7,0.0%,-5.1%,3.1,?,3.0%,0.3,2.8
COc1ccc(Br)c(C(=O)NC2CCCC2)c1,-2.7%,4.9%,-0.1,1.2%,-5.9%,1.8,-16.4%,-0.3%,-0.6,6.1
COc1ccccc1CN1CC(C(=O)NCCn2ccc(C)n2)CCC1=O (stereo not drawn),-6.2%,14.2%,5.5,-10.8%,4.4%,-8.7,2.0%,-3.4%,0.7,-1.2
CCC(C)NC(=O)CSc1nc2ccsc2c(=O)n1-c1ccc(OC)cc1 (stereo not drawn),-9.2%,-0.4%,8.6,6.1%,-8.0%,-3.3,15.9%,-1.5%,2.2,-0.6
CC(C)[C@H](NC(=O)OCc1ccccc1)C(=O)NCc1ccccc1,-0.8%[46.1 µM],-6.6%,0.3,-5.1%,4.4%,-5.1,-2.2%,-0.1%,-5.3,0.4
COc1ccc(CN2CCc3ccc(NC(=O)CCc4ccccc4OC)cc3C2)c(O)c1,5.0%,-25.7%,-9.1,-7.8%,-3.3%,3.3,-0.8%,-0.1%,1.0,-36.6
CCOCCn1c(SCCCc2ccccc2)nc2c1c(=O)[nH]c(=O)n2C,0.6%[46.1 µM],-12.0%,5.0,22.1%,/,3.8,0.4%,1.3%,?,-30.4
CC[C@]12c3[nH]c4cc(CCC(=O)N(C)C)ccc4c3CCN1C(=O)[C@@H](CC(=O)NCCC1=CCCCC1)C[C@@H]2C(=O)N1CCN(C(=O)c2ccco2)CC1,-2.3%[46.1 µM],?,8.1,/,-7.9%,4.6,3.7%,3.2%,/,6.7
COc1ccc(N(C)C(=O)C2CCN(S(=O)(=O)c3cccc4nonc34)CC2)cc1,0.8%,-14.8%,-4.6,1.4%,1.0%,-4.7,-6.2%,1.2%,-0.6,6.2
CC(NC(=O)C1CC1)C(c1cccs1)N1CCOCC1 (stereo not drawn),1.7%,0.0%,2.5,4.8%,-4.5%,1.9,-6.7%,2.2%,0.9,-1.6
O=C(Nc1ccc(Cl)cc1)C1CC2CCCC(C1)C2=O (stereo not drawn),3.5%,7.1%,-6.2,-1.7%,-0.2%,-19.4,1.1%,-5.7%,6.2,-7.9
O=c1oc(CCCO)cc2ccc(/C=C/c3cccc([N+](=O)[O-])c3)cc12,-2.7%,?,-19.5,-3.8%,-5.4%,/,-25.9%,1.0%,1.3,/
C/C(=N\NC(=O)c1ccccc1F)c1cccc(NC(=O)c2ccc(C)cc2)c1,-3.0%,?,-5.6,2.7%,14.0%,-3.9,12.2%,-0.6%,20.1,-1.4
O=C(CN1CCCCC1)N=Nc1c(O)[nH]c2ccccc12,-1.9%,15.4%,3.8,5.9%,6.3%,1.0,-5.8%,-0.1%,-2.0,10.0
Cc1c(NS(=O)(=O)c2ccccc2)c(=O)n(-c2ccccc2)n1C,-0.4%,6.9%,0.0,-1.9%,-4.4%,0.1,7.1%,4.3%,0.4,-16.9
CC(C)CN(CC(C)C)C(=O)Cc1coc2ccc3ccccc3c12,-4.8%,/,/,14.3%,/,0.2,/,/,1.7,3.6
CN1CCc2c(sc(NC(=O)C3CCCCC3)c2C(N)=O)C1,-1.2%,?,-9.4,1.0%,9.0%,-5.5,3.6%,-0.1%,-0.9,0.2
Cn1ccnc1SCCNC(=O)CCc1nnc(CCc2ccccc2)o1,5.6%,0.0%,-6.0,-4.8%,-6.8%,i,-0.3%,0.6%,-4.0,-9.2
CCc1c(C)nc(SCC(=O)c2ccc(C)c(C)c2)[nH]c1=O,/,-2.4%,-14.0,3.3%,6.9%,1.4,-32.5%,4.0%,-1.0,12.6
O=C(Nc1nnc(Cc2ccccc2F)s1)Nc1ccccc1F,3.1%,?,-6.7,2.0%,-2.2%,-0.1,9.1%,1.6%,-0.4,-2.1
O=C(NCCCC1CCCC1)C1CCC(=O)N(Cc2ccc(Cl)cc2)C1 (stereo not drawn),-4.2%,?,-0.3,24.7%,18.2%,3.5,-20.0%,-12.7%,?,-16.3
CCCCCc1nc2c(C#N)c(-c3ccc(Cl)cc3)ccn2n1,-1.0%,-1.0%,-4.2,8.6%,-5.0%,1.9,-22.4%,-0.1%,2.3,-18.1
COc1cc(CC(=O)Nc2nccs2)cc(OC)c1OC,1.8%,-9.5%,-5.0,-3.7%,11.9%,-3.7,-4.4%,-0.8%,1.4,-3.5
Cc1cc(=O)[nH]c(N/N=C/c2cn(CCC#N)nc2-c2ccccc2)n1,-0.5%,-5.5%,-14.2,-5.0%,-0.9%,-2.0,-20.0%,-3.6%,0.9,10.5

# Fetched by compound from the list above:
SMILES,TCR act,ELG1 repair inh,TSHR antag,Mito fusion yeast,A-T KAP1 phos,KCNH2 WT inh,Eya2 inh,USP2a inh,TRPV1 ag,KCNH2 3.1 inh
O=C(Nc1nnc(Cc2ccccc2F)s1)Nc1ccccc1F,3.1%,?,-6.7,2.0%,-2.2%,-0.1,9.1%,1.6%,-0.4,-2.1
CCc1c(C)nc(SCC(=O)c2ccc(C)c(C)c2)[nH]c1=O,/,-2.4%,-14.0,3.3%,6.9%,1.4,-32.5%,4.0%,-1.0,12.6

# This is a subset; the hit share may differ from the screen's.
